HUVEC inhibit = inhibitors of HUVEC proliferation, primary screen, cell-based, 384-well; 86,000 tested, 1.1% active; CellTiter-Glo luminescence, 72 h; active compounds read low; viability, % at 10 µM (by protocol); AID 648, 2007;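 active means viability at or below 30%; inactive means viability above 30%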;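 further: 100% = median luminescence of DMSO-only cell control wells on each plate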
F-actin modifier = modifiers of F-actin cytoskeleton organization, primary screen, imaging, HUVEC, phalloidin staining, high-content imaging. HUVEC TNFa F-actin phalloidin imaging. inhibition, % at 2 µM. 91,000 tested, 0.18% active. AID 836, 2007;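 active means inhibition above the batch mean plus 3 SD and confirmed as a hit by visual image inspection, cut at about 30% in these data, passing the limit was not always enough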; further: strong numbers were not always called active
VCAM1 TNFa inh = inhibitors of TNFa-induced VCAM1 expression, primary screen, imaging, HUVEC, TNFa stimulus, immunofluorescence | HUVEC TNFa-induced VCAM-1 immunofluorescence, high-content imaging | inhibition, % at 2 µM | 95,000 tested, 0.48% active;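 active means inhibition above the batch mean plus 3 SD, with images confirmed as a hit by eye, cut at about 37% in these data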;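 further: 0% = TNF-stimulated DMSO wells and 100% = unstimulated control wells; not every result past the cut was called active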
TNFa cytotox = cytotoxicity in TNFa-stimulated HUVEC, primary screen, cytotoxicity control for VCAM1 expression modulator project, imaging, Hoechst nuclei count. HUVEC TNFalpha-stimulated, Hoechst cell count. cell count reduction, % at 2 µM. 93,000 tested, 0.17% active. AID 848, 2007;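 active means cell count reduction exceeding the screen mean by over 5 SD, scaled to untreated wells per plate, cut at about 78% in these data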;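 further: cells counted after 24 h of TNF alpha exposure following the 1 h pretreatment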
H69AR growth 86K = proliferation blockers of H69AR lung cancer cells, primary screen, cell-based, human, 86K library; AID 598, 2007; viability, % at 10 µM; 85,000 tested, 6% active; H69AR lung tumor viability, ATP luminescence, 72 h; active compounds read low;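 active means viability at or below 40%; inactive means viability above 40%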;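 further: multidrug resistant small cell line overexpressing MRP-1 efflux transporter; 100% = mean luminescence of untreated control wells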
Smad3 inh = Smad3/FoxH1 peptide binding inhibitors, primary screen, biochemical, TR-FRET | TR-FRET Smad3/Dy647-FoxH1 peptide binding, europium anti-His | 88,000 tested, 0.29% active | inhibition, % at 25 µM;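 active means compounds that reduce the energy-transfer binding signal between the protein and its labelled peptide by more than half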;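 further: 0% = Smad3 plus labelled peptide maximal FRET and 100% = peptide-only background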
Target sequence (P84022 whole entry, looked up): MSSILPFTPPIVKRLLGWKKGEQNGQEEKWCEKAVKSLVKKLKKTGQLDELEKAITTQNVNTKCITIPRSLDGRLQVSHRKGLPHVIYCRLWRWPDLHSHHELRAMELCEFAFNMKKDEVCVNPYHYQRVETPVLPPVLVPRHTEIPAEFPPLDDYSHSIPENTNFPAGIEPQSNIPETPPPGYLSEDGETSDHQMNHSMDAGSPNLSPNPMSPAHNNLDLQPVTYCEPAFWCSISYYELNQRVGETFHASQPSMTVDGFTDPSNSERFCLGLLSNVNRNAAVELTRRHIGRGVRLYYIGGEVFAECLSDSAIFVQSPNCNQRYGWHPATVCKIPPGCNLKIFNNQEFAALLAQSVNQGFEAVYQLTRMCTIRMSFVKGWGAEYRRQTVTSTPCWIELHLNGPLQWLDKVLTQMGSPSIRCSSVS
IL1B cytotox = cytotoxicity in IL-1B stimulated HUVEC, primary screen, cytotoxicity control for IL-1B NFkB translocation project, imaging, Hoechst nuclear count, IL-1B stimulus; AID 845, 2007; cell count reduction, % at 2 µM; HUVEC cell count loss; 94,000 tested, 0.41% active;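 active means cell count reduction more than 3 SD above the screen-wide mean, cut at about 70% in these data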;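 further: normalized per plate to untreated control cells as the no-loss baseline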
Lung fibro prol = antiproliferative effect on LL 47 fibroblasts – human, LL 47 cells, CellTiter-Glo luminescence, primary screen; LL 47 human lung fibroblast viability, ATP luminescence; active compounds read low; viability, % at 10 µM; 85,000 tested, 1.1% active; AID 719, 2007;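 active means viability at or below 50% in the single dose screen; inactive means viability above 50%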;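 further: compound exposure lasted 72 h before the ATP readout; 100% = median luminescence of untreated cell-only wells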
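material = human LL 47 lung fibroblast cells | dosing = compounds added from tenfold dosing solution, 0.1% DMSO final | timing = overnight cell rest, 72 h compound treatment at 37 °C | measured by = CellTiter-Glo luminescence measuring cellular ATP | evaluation = % viability versus median cells-only luminescence | control set = cell-only wells, no compound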
Pyk2 oligo antag = antagonists of Pyk2 self-association, primary screen, Q293 cells, FERM NanoBiT luminescence, HTS; z-score (the deposit names both 25 µM and 10 µM); AID 1347419, 2020; active compounds read low; Protein-tyrosine kinase 2-beta (Homo sapiens), Q14289; 99,000 tested, 0.83% active;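 active means Z-score of -3 or lower, scaled per plate to the spread of control and sample wells; inactive means z-score above -3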;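 further: negative z-score means lost luminescence so less FERM oligomerization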
* = called active by the depositor; / = no result given; [ ] = remark or other dose. The list is partial. The share of hits here may be higher or lower than overall.

SMILES	HUVEC inhibit	F-actin modifier	VCAM1 TNFa inh	TNFa cytotox	H69AR growth 86K	Smad3 inh	IL1B cytotox	Lung fibro prol	Pyk2 oligo antag
COc1cccc(OC)c1C(=O)N1CCN(S(=O)(=O)c2ccc(C)cc2)CC1	99	2	12	-13	91	-1	9	99	0.55
CC(NC(=O)Cc1c(F)cccc1Cl)C1CCCO1 (stereo not drawn)	91	2	20	-1	92	-6	13	99	-0.12
Cc1ccccc1NC(=O)Cn1cnc2c(oc3ccccc32)c1=O	88	2	-8	8	91	-4	0	97	1.3
COC(=O)c1ccccc1NC(=O)Cn1c(-c2nonc2N)nc2ccccc21	22*	18	79*	44	8.2*	-7	35	47*	0.12
C=CCSc1nnc(NC(=O)CSc2nc3ccccc3[nH]2)s1	/	14	13	-9	/	/	-32	/	-0.26
CCCC1(c2ccccc2)NC(=O)N(CCN2C(=O)c3ccccc3C2=O)C1=O (stereo not drawn)	90	32	-1	-14	104	16	-4	107	-0.05
CN1CCN(c2ccc([N+](=O)[O-])c(Sc3nc4ccccc4[nH]3)c2)CC1	/	-19	16	-12	/	/	12	/	-0.99
Cc1ccc(-c2nc(C#N)c(NCCc3ccccn3)o2)cc1	101	4	-1	-19	95	0	-9	91	0.07
c1ccc(CCc2nn3c(C4COc5ccccc5O4)nnc3s2)cc1 (stereo not drawn)	96	1	4	-16	91	0[fluorescence artefact?]	4	94	0.09
Brc1ccc(C2=CC(c3cccs3)n3ncnc3N2)cc1 (stereo not drawn)	88	-1	4	15	81	-1	-7	92	-3.5*

Pyk2 oligo antag: entries above that show a hit
SMILES | F-actin modifier | VCAM1 TNFa inh | Smad3 inh | Pyk2 oligo antag
Brc1ccc(C2=CC(c3cccs3)n3ncnc3N2)cc1 (stereo not drawn) | -1 | 4 | -1 | -3.5*

Carrying on.
SMILES	HUVEC inhibit	F-actin modifier	VCAM1 TNFa inh	TNFa cytotox	H69AR growth 86K	Smad3 inh	IL1B cytotox	Lung fibro prol	Pyk2 oligo antag
Cn1c(SCC(=O)N2CCCc3ccccc32)nnc1-c1ccco1	90	14	-2	1	94	10[fluorescence artefact?]	-21	94	0.23
CC(C)n1c(NCc2nc3ccccc3n2C)nc2ccccc21	93	-12	15	-16	94	6	-13	95	1.8
COCCCn1c(SCc2nnc(-c3ccc(OC)c(OC)c3)o2)nnc1-c1ccncc1	93	-2	-42	/	82	-4[fluorescence artefact?]	-48	96	1.1
NS(=O)(=O)c1ccc(CCNC(=O)CNC(=O)C2CCCCC2)cc1	88	-9	4	-2	95	1	-30	106	0.65
COC(=O)c1sccc1NC(=O)CSc1cccc(Cl)c1Cl	/	10	0	-18	/	/	-21	/	-1.3
Cc1ccc(NC(=O)Cc2noc3ccccc23)cc1	99	-3	10	-24	81	1	-7	100	0.18
Cc1ccccc1CNS(=O)(=O)c1ccc2c(c1)OCCO2	85	5	-13	6	100	-6	21	106	-1.2
CCOC(=O)N1CCN(C(=O)CSCC(=O)Nc2nc(-c3ccc(-c4ccccc4)cc3)cs2)CC1	55	-12	4	-7	0.7*	4[fluorescence artefact?]	-27	82	/
Cc1cc(NC(=O)CSc2nnc(-c3ccco3)n2CC2CCCO2)no1 (stereo not drawn)	95	/	/	/	95	4	/	105	-0.3
Cn1c(N2CCOCC2)nc(-c2ccccc2)c1-c1ccccc1	/	/	0	-11	/	/	-4	/	-0.29
O=C(Cn1nc(Cl)nc1Cl)c1ccc2c(c1)OCCO2	83	1	3	4	38*	-3	3	96	0.33
CS(=O)(=O)N(CC(=O)Nc1ccccc1Sc1ccccc1)c1cccc(Br)c1	/	1	-8	-4	/	/	8	/	-0.78
O=C(NCc1nnc(SCC(=O)N2CCC(Cc3ccccc3)CC2)o1)c1ccccc1F	86	19	18	-15	94	10	6	90	/
Cc1cc(OCC(O)CN2CCN(C)CC2)ccc1C(C)C (stereo not drawn)	76	6	4	-18	101	8	12	96	0.44
Cc1ccc(CSCCNC(=O)CCSc2ccccc2)cc1	/	-8	3	7	/	/	4	/	-1.3
CCOC(=O)CNc1ccc2c(c1)OCO2	97	-12	14	-3	91	10	-16	103	-0.84
Cc1cccc2c1NC(C)CC2C (stereo not drawn)	95	-9	-22	3	103	-7	-9	104	0.3
CCOc1cc(C(=S)N2CCCCC2)ccc1OS(=O)(=O)c1ccc(Cl)cc1	/	13	36	-4	/	/	-19	/	-1
Cc1sc(NC(=O)c2cccc([N+](=O)[O-])c2)c(C(N)=O)c1-c1ccc(C(C)(C)C)cc1	/	5	-2	-12	/	/	9	/	0.78
CCCN1C(=O)c2cc(C(=O)Nc3ccccc3CC)ccc2C1O (stereo not drawn)	98	20	9	3	98	-1	-39	97	/

Looked up above.
CCOC(=O)CNc1ccc2c(c1)OCO2 in F-actin modifier shows -12
CCOc1cc(C(=S)N2CCCCC2)ccc1OS(=O)(=O)c1ccc(Cl)cc1 in Pyk2 oligo antag shows -1
Cc1ccc(CSCCNC(=O)CCSc2ccccc2)cc1 in VCAM1 TNFa inh shows 3
CS(=O)(=O)N(CC(=O)Nc1ccccc1Sc1ccccc1)c1cccc(Br)c1 in VCAM1 TNFa inh shows -8
Cc1cccc2c1NC(C)CC2C (stereo not drawn) in H69AR growth 86K shows 103
O=C(NCc1nnc(SCC(=O)N2CCC(Cc3ccccc3)CC2)o1)c1ccccc1F in H69AR growth 86K shows 94

Next section
SMILES	HUVEC inhibit	F-actin modifier	VCAM1 TNFa inh	TNFa cytotox	H69AR growth 86K	Smad3 inh	IL1B cytotox	Lung fibro prol	Pyk2 oligo antag
COC(=O)c1ccccc1NC(=O)Cn1cnc2c(cnn2-c2ccccc2)c1=O	81	50	2	-29	62	-10	-15	93	0.82
CCN1C(=O)S/C(=C/c2ccsc2)C1=O	99	/	8	6	95	8	-8	101	1.1
Cc1ccc(-c2nc(C3CCN(S(=O)(=O)c4ccc(C(F)(F)F)cc4)CC3)no2)cc1	44	/	/	/	54	-1	/	83	1.1
CCCn1c(SCC(=O)c2ccc(OC)c(OC)c2)nc2c1c(=O)n(C)c(=O)n2C	90	-2	-2	/	71	-1	-24	88	0.45
O=C(NCc1ccco1)C12CC3CC(CC(C3)C1)C2	107	-19	16	-1	98	6	-18	102	-0.11
CC(=O)c1ccc(Oc2ccc(C(C)=O)cc2)cc1	/	-11	8	-31	/	/	-16	/	1.2
Cc1ccc(NS(=O)(=O)c2ccc(C)c(C(=O)N3CCN(C)CC3)c2)cc1	91	11	-3	-12	80	1	6	96	-0.83
CC(=O)N1CCN(c2ccc(Oc3nc(-c4ccccc4)nc4ccccc34)cc2)CC1	89	/	/	/	85	8	/	97	/
Cc1ccccc1C1C(C#N)=C2NC(=O)c3c(sc4c3CCCCC4)N2C2=C1C(=O)CC(C)(C)C2 (stereo not drawn)	/	5	12	-1	/	/	-19	/	/
O=C(NNC(=O)C1CCN(S(=O)(=O)c2ccc(Cl)cc2)CC1)c1ccc(Cl)cc1	/	26	6	-16	/	/	-26	/	0.8

Rewritten with values under each structure: three of the compounds above
Results follow in this order: HUVEC inhibit	F-actin modifier	VCAM1 TNFa inh	TNFa cytotox	H69AR growth 86K	Smad3 inh	IL1B cytotox	Lung fibro prol	Pyk2 oligo antag
CCOC(=O)N1CCN(C(=O)CSCC(=O)Nc2nc(-c3ccc(-c4ccccc4)cc3)cs2)CC1
→ 55	-12	4	-7	0.7*	4[fluorescence artefact?]	-27	82	/
Cc1cc(NC(=O)CSc2nnc(-c3ccco3)n2CC2CCCO2)no1 (stereo not drawn)
→ 95	/	/	/	95	4	/	105	-0.3
Cn1c(N2CCOCC2)nc(-c2ccccc2)c1-c1ccccc1
→ /	/	0	-11	/	/	-4	/	-0.29

Next records follow.
SMILES	HUVEC inhibit	F-actin modifier	VCAM1 TNFa inh	TNFa cytotox	H69AR growth 86K	Smad3 inh	IL1B cytotox	Lung fibro prol	Pyk2 oligo antag
CCOC(=O)CC(NS(=O)(=O)c1ccc(NC(C)=O)cc1)c1ccc(OCC)cc1 (stereo not drawn)	105	20	-7	-14	88	6	-21	95	1.1
O=C(Nc1ccccc1Cl)O/N=C/c1ccncc1	/	13	-1	-13	/	/	-4	/	1.1
CN(C)c1ccc(-c2nnn(CC(=O)Nc3ccccc3N3CCOCC3)n2)cc1	94	/	/	/	65	4	/	95	-0.64
Cn1c(SCC(=O)N2CCOCC2)nc2sc3c(c2c1=O)CCCC3	93	-6	10	5	47	-4	1	97	1
COc1cccc(-c2cc(C(=O)N3CCN(c4ncccn4)CC3)c3ccccc3n2)c1	58	/	/	/	19*	6	/	99	-1.4
Cc1nnc(SC(C)C(=O)Nc2ccc3c(c2)OCCO3)s1 (stereo not drawn)	107	0	2	-24	103	1	-35	96	0.23
CCOc1ccc(C(=O)c2nc3c(n2O)CCCCC3)cc1	118	3	2	-14	47	11	25	99	0.56
CCCC(=O)Nc1ccc(Cl)c(NC(=O)c2ccc(Br)o2)c1	96	3	3	-32	28*	-4	-22	97	0.71
COc1cccc(N2C(=O)CC(N3CCC(c4nc5ccccc5[nH]4)CC3)C2=O)c1 (stereo not drawn)	85	-12	1	11	91	-8	11	91	0.11
O=C(NCC(=O)N(c1cccnc1)C(C(=O)NC1CCCCC1)c1cccnc1)c1ccco1 (stereo not drawn)	91	5	20	-16	102	2	-5	109	0.19
Cc1cc(NC(=O)CCC(=O)N(c2cccc(F)c2)C(C(=O)NC2CCCC2)c2ccncc2)no1 (stereo not drawn)	100	/	/	/	84	4	/	102	-0.4
CCCCN(C)CCNC(=O)c1c[nH]c2ccc(S(=O)(=O)N(CC)CC)cc2c1=O	95	5	6	-38	99	9	15	105	0.22
Cc1cccc(-c2nnc3sc(-c4ccccc4)nn23)c1	79	7	0	13	62	-12	-18	99	-0.49

4 entries already listed, arranged by the value under Smad3 inh, falling:
SMILES	F-actin modifier	VCAM1 TNFa inh	Smad3 inh	Pyk2 oligo antag
CCCCN(C)CCNC(=O)c1c[nH]c2ccc(S(=O)(=O)N(CC)CC)cc2c1=O	5	6	9	0.22
O=C(NCC(=O)N(c1cccnc1)C(C(=O)NC1CCCCC1)c1cccnc1)c1ccco1 (stereo not drawn)	5	20	2	0.19
Cc1nnc(SC(C)C(=O)Nc2ccc3c(c2)OCCO3)s1 (stereo not drawn)	0	2	1	0.23
Cn1c(SCC(=O)N2CCOCC2)nc2sc3c(c2c1=O)CCCC3	-6	10	-4	1

Compound activity (PubChem)
